# BCR signal inh – blocks chronic active B-cell receptor signaling; ABC-DLBCL IkBa-CBG/CBR reporter, luminescence ratio, 4 h; Potency, µM (doses to about 46.1 µM), inactives show at the top dose ratio change, negative = lower green/red ratio, usual class: inhibitors; 340,000 tested, 0.05% active; active means well fitted inhibition curve with a large enough effect in the signal ratio, with a control signal flat, not every such curve was filed as active; inconclusive means small, poorly fitted or top-dose-only effect, or effect the other way, or a change in a side signal; the % refers to the signal ratio;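 further: potency means the concentration at half of the fitted maximal effect; plate controls were basal doxycycline-induced cells for no effect and cells given 10 µM MG132 for full effect; MG132 reads +100%, hits lower the ratio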
#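 Concentration-response series (up to 46 uM) were applied to TMD8 dual-reporter cells for 4 h at 37C with doxycycline. Green/red ratio, after filter-overlap correction, defined %Activity; red signal alone was normalised to basal cells and zero luminescence.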
# USP2a inh – inhibitors of human ubiquitin-specific protease USP2a | Potency, µM (titrated, usually from 38.3 µM), inactives show at the top dose activity change, negative = inhibition, most hits filed as inhibitors | USP2 core, Ub-CHOP2 coupled fluorogenic reporter, 485/531 | 330,000 tested, 0.01% active | AID 463254;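 further: potency means the concentration at half of the fitted maximal effect; plate controls were DMSO wells for no effect and full inhibition by NEM control for full effect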
#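 Deubiquitinase activity read as fluorescence (485/531 nm) after Ub-CHOP2 cleavage activates the enterokinase reporter on its substrate; USP2 core 10nM, Ub-CHOP2 and substrate 25nM each, 30min compound preincubation then 60min RT; data normalized to NEM, curves fitted.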
# Mito fusion act – mitochondrial division inhibition or fusion activation | S. cerevisiae fusion-defective mutant growth rescue, CellTiterGlo 48 h | Potency, µM (highest dose often 46.1 µM), inactives show at the highest dose growth rescue (activation), actives largely listed as activators | 320,000 tested, 0.23% active;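 further: potency means the concentration at half of the fitted maximal effect; % of control where 0% means no effect; nearly all actives have a fitted effect of over 45% in size; temperature-sensitive fusion mutants such as fzo1-1 at 37 °C on non-fermentable ethanol glycerol medium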
#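 S. cerevisiae fusion-defective temperature-sensitive mutants (e.g. fzo1-1, mgm1-5) grown 48 h at 37C in YPEG (ethanol/glycerol non-fermentable) medium with 23 nl compound per well; growth rescue read as CellTiterGlo luminescence.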
# MBNL1 CUG block – inhibitors of human MBNL1 binding to CUG repeat RNA; Q9NR56; 280,000 tested, 0.036% active; TR-FRET MBNL1-His/biotin-(CUG)12 binding, 665/545 ratio; Potency, µM (titrated, usually from 57.5 µM), for inactives: at the highest dose activity change, negative = inhibition, hits mostly inhibitors; active means well fitted inhibition curve with a large enough effect in the signal ratio, with a control signal flat, not every such curve was filed as active; inconclusive means small, poorly fitted or top-dose-only effect, or effect the other way, or a change in a side signal; inactive means no such curve, though single readings can be large or run the other way; the % refers to the signal ratio; further: potency means the concentration at half of the fitted maximal effect; on the % scale 0 is the no-effect control and ±100 the full control effect
#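 His-tagged MBNL1 binding to biotinylated (CUG)12 RNA was measured by TR-FRET using terbium anti-His antibody (0.055 ng/ul final) and streptavidin-XL665 (5 nM final). Compounds were titrated 92 nM to 58 uM; 60 min at room temperature.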
# PKM2 act – activators of human pyruvate kinase M2. P14618. 260,000 tested, 0.34% active. purified PKM2, Kinase-Glo ATP luminescence, activation; response scale: 0% is enzyme alone, no compound. Potency, µM (top dose mostly 57.5 µM), without a hit: top-dose activation, usual class: activators; further: potency means the concentration at half of the fitted maximal effect; on the % scale 0 is the no-effect control and ±100 the full control effect; nearly all actives have a fitted effect of over 55% in size
#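 Purified hPK-M2 (>95%) run at intermediate activity with 0.1 mM ADP and 0.5 mM PEP in 50 mM imidazole pH 7.2, KCl, MgCl2; 1 h room temperature. ATP formed read by Kinase-Glo luminescence; normalized to uninhibited and no-enzyme controls.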
# Eya2 inh – Eya2 (human) phosphatase inhibition; 330,000 tested, 0.006% active; O00167; Potency, µM (top dose mostly 76.9 µM), inactives show at the top dose activity, negative = inhibition, actives largely listed as inhibitors; AID 488837; recombinant Eya2, OMFP fluorescence dephosphorylation (OMFP is methylfluorescein phosphate); further: potency means the concentration at half of the fitted maximal effect; on the % scale 0 is the no-effect control and ±100 the full control effect
# Target sequence (O00167 whole entry, looked up): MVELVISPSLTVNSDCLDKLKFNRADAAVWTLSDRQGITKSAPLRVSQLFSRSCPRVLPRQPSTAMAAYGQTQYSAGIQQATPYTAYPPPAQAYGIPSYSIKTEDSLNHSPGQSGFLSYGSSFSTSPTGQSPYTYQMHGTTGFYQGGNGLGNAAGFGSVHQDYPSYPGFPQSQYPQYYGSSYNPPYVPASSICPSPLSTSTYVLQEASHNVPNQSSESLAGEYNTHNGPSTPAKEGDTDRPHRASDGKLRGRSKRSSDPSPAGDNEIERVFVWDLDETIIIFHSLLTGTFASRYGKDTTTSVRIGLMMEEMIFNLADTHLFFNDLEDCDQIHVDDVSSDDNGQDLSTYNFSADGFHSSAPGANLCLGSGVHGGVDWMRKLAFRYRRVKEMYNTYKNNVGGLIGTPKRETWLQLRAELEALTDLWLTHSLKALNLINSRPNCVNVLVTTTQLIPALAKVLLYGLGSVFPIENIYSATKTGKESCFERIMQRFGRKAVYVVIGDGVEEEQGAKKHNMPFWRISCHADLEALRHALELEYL
#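 Eya2 protein (added as 0.2 uM solution) was preincubated with compound for 10 min at ambient temperature in 50 mM HEPES pH 7.5, 50 mM NaCl, 5 uM MgCl2, 0.05% BSA, 1 mM DTT. OMFP (added at 50 uM) then reacted 10 min; fluorescence read at 485/525 nm.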
# KCNH2 WT inh – blocks the wildtype human KCNH2 potassium channel; activity change, % at 1.84 µM; AID 720551; U2OS, BacMam KCNH2, thallium flux FluxOr; stronger effect = lower value; 340,000 tested, 0.37% active;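 active means maximum activity change below -70%; inconclusive means maximum activity change between -70% and -50%; inactive means maximum activity change above -50%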; further: on the % scale 0 is the no-effect control and ±100 the full control effect
#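 U2OS cells were transduced with wild-type KCNH2 virus (2.03 x 10^8 / mL) for 4 h at room temperature, then cultured overnight at 37 C. Thallium flux was read with FluxOr dye. Rate constants were normalized to DMSO controls.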
# Menin-MLL TR inh – menin-MLL binding inhibition, Texas Red mutant peptide; Potency, µM (series often up to 61.6 µM), inactives show at the top dose FP activity change, negative = inhibition, usual class: inhibitors; O00255; 270,000 tested, 0.23% active; Menin + Texas Red MLL mutant peptide, fluorescence polarization; AID 1768; active means well fitted inhibition curve with a large enough effect in the polarisation, with a control signal flat, not every such curve was filed as active; inconclusive means small, poorly fitted or top-dose-only effect, or effect the other way, or a change in a side signal; inactive means no such curve, though single readings can be large or run the other way; the % refers to the polarisation; further: potency means the concentration at half of the fitted maximal effect; % of control where 0% means no effect; many of its hits are not listed in these tables
# Target sequence (O00255 whole entry, looked up): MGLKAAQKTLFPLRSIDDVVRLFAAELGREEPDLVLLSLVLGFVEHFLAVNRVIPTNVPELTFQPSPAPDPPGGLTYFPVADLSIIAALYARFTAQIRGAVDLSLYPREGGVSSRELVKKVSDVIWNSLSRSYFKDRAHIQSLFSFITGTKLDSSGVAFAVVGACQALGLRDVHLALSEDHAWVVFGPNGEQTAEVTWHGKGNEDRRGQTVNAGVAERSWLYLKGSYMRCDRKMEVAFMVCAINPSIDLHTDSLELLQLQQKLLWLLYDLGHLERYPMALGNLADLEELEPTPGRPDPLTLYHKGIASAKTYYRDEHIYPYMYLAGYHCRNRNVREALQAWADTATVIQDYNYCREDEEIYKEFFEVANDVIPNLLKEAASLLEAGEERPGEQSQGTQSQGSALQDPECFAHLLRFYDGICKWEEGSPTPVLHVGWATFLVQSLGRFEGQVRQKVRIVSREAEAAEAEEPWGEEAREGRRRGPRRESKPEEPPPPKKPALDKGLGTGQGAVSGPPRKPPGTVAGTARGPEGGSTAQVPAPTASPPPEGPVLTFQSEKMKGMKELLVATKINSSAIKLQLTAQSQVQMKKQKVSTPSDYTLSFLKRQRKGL
# GALK inh – blocks human galactokinase activity. P51570. Purified GALK, Kinase-Glo residual ATP luminescence. Potency, µM (doses to about 57.5 µM), for inactives: at the top dose activity change, negative = inhibition, hits mostly inhibitors. 270,000 tested, 0.007% active. AID 1868; further: potency means the concentration at half of the fitted maximal effect; on the % scale 0 is the no-effect control and ±100 the full control effect
#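 Luminescence from leftover ATP (Ultra-Glo luciferase/luciferin) served as read-out after a 1 h room-temperature reaction of 5 nM GALK with 35 uM ATP and 100 uM galactose.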
# S-ASM inh – inhibitors of human secretory acid sphingomyelinase; P17405; placental ASM, HMU-PC fluorogenic substrate, 60 min; Potency, µM (titrated, usually from 57.5 µM), inactives show at the highest dose activity change, negative = inhibition, hits mostly inhibitors; 340,000 tested, 0.006% active; AID 504937; further: potency means the concentration at half of the fitted maximal effect
#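 Steps: dispense placental human ASM, pin compound, wait 10 min at room temperature, add HMU-PC0 substrate at 9 uM final, incubate 60 min at 37 °C, add stop solution raising pH to 10, read fluorescence.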
# TSHR antagonist – human thyrotropin receptor antagonism; P16473; TSHR-expressing cells, TSH-stimulated cAMP HTRF, 2 h; stronger effect = lower value; activity change, negative = inhibition, % at 11.5 µM; 330,000 tested, 0.2% active; AID 504810;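 active means activity change below a set negative limit, meaning inhibition stronger than a set level, cut at about -70% in these data; inconclusive means activity change between two set negative limits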; further: on the % scale 0 is the no-effect control and ±100 the full control effect
#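 Antagonism was scored as loss of TSH-driven cAMP in TSHR cells, stimulated with 4nM TSH (EC80) for 2 hours at 37 deg C and detected by homogeneous HTRF competition immunoassay.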
# * = called active by the depositor; i = inactive; ? = inconclusive; . = no result given; & = joins results of further samples; [ ] = remark or other dose. Unless noted, the call rests on the fitted dose curve; in most records, active means well fitted curve in the direction sought with a large enough effect; inconclusive means small, poorly fitted or top-dose-only effect, or another doubt; inactive means no such curve, though single readings can be large; an effect the other way counts as inactive or inconclusive.
SMILES,BCR signal inh,USP2a inh,Mito fusion act,MBNL1 CUG block,PKM2 act,Eya2 inh,KCNH2 WT inh,Menin-MLL TR inh,GALK inh,S-ASM inh,TSHR antagonist
Cc1nn(CC(=O)OCC(=O)NC(C)c2ccccc2)c(C)c1[N+](=O)[O-] (stereo unspecified),0.0%,3.3%,1.5%,-0.1%,-0.9%,-9.2%,10.2,12.7%,0.9%,-2.3%,8.4
COc1cccc(C2=CC(c3cc(OC)ccc3OC)n3nnnc3N2)c1 (stereo unspecified),?,-0.3%,-0.3%,3.0%,2.7%,-16.5%,2.6,13.0%,-0.2%,155.0%[activator],-3.0
Nc1nnc(SCCCOc2ccc(F)cc2)s1,?,-0.7%,-4.1%,5.4%,48.2%,-2.7%,-2.6,.,-3.5%,2.4%,-36.3
CC1CC(=O)Nc2ccccc2N1S(=O)(=O)c1ccc(Cl)cc1 (stereo unspecified),4.0%,2.0%,0.1%,-3.6%,0.2%,12.8%,-21.8,.,-0.6%,0.8%,-6.3
COc1ccccc1-c1nnc(SCCN2CCOCC2)n1-c1ccc(C)cc1,-6.2%,1.0%,9.3%,-0.8%,-1.5%,-4.9%,3.2,-21.1%,5.2%,2.4%,4.2
Cn1c(SCC(=O)Nc2ccc(Cl)cc2)nc(O)cc1=O,2.3%,1.8%,-1.5%,6.1%,0.8%,4.6%,-11.3,.,-0.3%,0.7%,0.2
CCN(CC)S(=O)(=O)c1ccc(N2CCOCC2)c(NC(=O)c2[nH]c(C)c(C(C)=O)c2C)c1,?,2.4%,.,.,.,2.5%,-6.2,.,.,-8.9%,-1.1
CSc1nc2sc3c(c2c2nnnn12)CCCC3,-11.1%,1.5%,16.5%,7.6%,-0.4%,-0.8%,10.1,-1.8%,4.9%,-3.5%,23.6
O=C(NC(=S)Nn1cnc2c(cnn2-c2ccccc2)c1=O)c1ccccc1,1.3%,7.0%,11.5%,-0.9%,-2.1%,6.3%,-22.1,-13.1%,0.0%,-1.8%,-4.8
COc1cc(/C=N/NC(=O)CCn2nnc3ccccc32)ccc1O,-3.9%,2.5%,-6.7%,16.0%,0.3%,14.2%,i,-14.5%,0.1%,12.6%,-8.4
O=C(CNS(=O)(=O)/C=C/c1ccccc1)OC1CCOC1=O (stereo unspecified),?,-0.7%,-10.6%,-10.0%,-1.7%,-4.5%,8.2,19.3%,-0.8%,2.6%,-13.7
CN1CCN(c2oc(-c3ccccc3)nc2S(=O)(=O)c2ccc(Br)cc2)CC1,-13.9%,-2.3%,-11.6%,-5.1%,-2.7%,-14.0%,22.9,.,6.6%,-2.0%,18.9
CCOc1ccc(S(=O)(=O)N(CC)CC(=O)N2CCCC2)cc1,0.6%,2.6%,1.0%,5.0%,0.3%,4.0%,-7.1,-4.8%,1.4%,2.9%,-2.8
CN(C)C(=O)CSc1nnc(CCNC(=O)OC(C)(C)C)o1,-0.9%,-6.3%,1.7%,-1.0%,4.5%,7.1%,-7.8,0.2%,0.1%,5.3%,11.8
CCOC(=O)NC(=O)CN1C(=O)NC2(CCc3ccccc32)C1=O (stereo unspecified),2.2%,2.2%,-6.5%,3.0%,.,13.8%,10.0,25.2%,-0.8%,4.6%,-5.4
Fc1ccc2c(c1)C1C=CCC1C(c1cc3c(cc1Br)OCO3)N2 (stereo unspecified),?,1.3%,1.8%,-0.3%,1.4%,-8.6%,6.6,?,.,-12.2%,.
CCOC(=O)N1CCN(C(=O)C2CCN(S(=O)(=O)c3ccc(OC)cc3)CC2)CC1,0.7%,-1.9%,-2.5%,3.7%,3.9%,-11.1%,-1.6,-3.7%,-0.7%,24.7%,0.6
Cc1csc(SCC(=O)NC(C)c2ccc(F)cc2)n1 (stereo unspecified),0.8%,4.5%,5.5%,-2.5%,0.0%,20.6%,-4.1,3.2%,-1.2%,2.7%,1.6
O=C(NCC#CCSc1nnc(-c2cccc3ccccc23)o1)c1cccs1,-10.0%&1.5%,-1.9%&-0.2%,17.3%,.,.,-13.6%&3.1%,.,.,.,.,-5.0&-0.2
Nn1cc(-c2ccccc2)nc1SCC(=O)NCCc1ccccc1,4.1%,-0.4%,-1.7%,-2.6%,2.1%,1.5%,-25.2,-1.8%,-2.6%,-2.2%,-4.4

# By substructure, the entries above containing a thiophene ring, fused or not
SMILES,BCR signal inh,USP2a inh,Mito fusion act,MBNL1 CUG block,PKM2 act,Eya2 inh,KCNH2 WT inh,Menin-MLL TR inh,GALK inh,S-ASM inh,TSHR antagonist
CSc1nc2sc3c(c2c2nnnn12)CCCC3,-11.1%,1.5%,16.5%,7.6%,-0.4%,-0.8%,10.1,-1.8%,4.9%,-3.5%,23.6
O=C(NCC#CCSc1nnc(-c2cccc3ccccc23)o1)c1cccs1,-10.0%&1.5%,-1.9%&-0.2%,17.3%,.,.,-13.6%&3.1%,.,.,.,.,-5.0&-0.2

# Next part.
SMILES,BCR signal inh,USP2a inh,Mito fusion act,MBNL1 CUG block,PKM2 act,Eya2 inh,KCNH2 WT inh,Menin-MLL TR inh,GALK inh,S-ASM inh,TSHR antagonist
CCN1CCN(c2cc(C)c3cc(NC(=O)Cc4ccccc4OC)ccc3n2)CC1,1.5%,-0.5%,-2.3%,?,-0.1%,7.9%,3.8,0.9%,-0.7%,108.4%[activator],9.3
CC1CC(C)CN(C(=O)c2ccc(NC(=O)c3ccc(=O)[nH]c3)cc2)C1 (stereo unspecified),-4.4%,0.9%,1.7%,-10.8%,-8.1%,-5.2%,9.6,4.4%,.,-2.6%,-3.1
CCN(C(=O)c1ccc(S(=O)(=O)N(C)C)cc1)C(C)C(=O)Nc1ccc(C)cc1 (stereo unspecified),-0.2%,-1.1%,-2.9%,-4.7%,.,-4.3%,6.2,-48.6%,.,-1.1%,14.3
O=C(NC1CCSc2ccccc21)c1ccc(C(F)(F)F)cc1 (stereo unspecified),?,-0.6%,8.1%,14.0%,1.7%,-1.7%,-0.1,7.2%,0.6%,2.3%,-9.6
Cc1ccc(S(=O)(=O)CCC(=O)OCc2nnc(-c3ccccc3Br)o2)cc1,-2.5%,-1.0%,0.8%,.,.,13.6%,2.5,.,.,-1.1%,0.5
Cc1cccc(NC(=O)C2CCN(S(=O)(=O)c3cccc4nsnc34)CC2)c1,-11.2%,-0.8%,11.0%,?,9.2%,-5.6%,2.6,4.7%,-1.0%,-0.4%,-0.9
Cc1noc(C)c1COC(=O)c1cccnc1SCC(=O)Nc1ccc2c(c1)OCO2,-14.8%,4.5%,-0.7%,-4.3%,-1.2%,-6.6%,-1.9,1.0%,7.7%,0.5%,-8.3
COc1ccc(NC(=O)c2oc3cc(C)c(C)cc3c2C)c(OC)c1,1.1%,3.5%,-0.2%,8.8%,-1.6%,-0.3%,2.4,2.5%,-0.1%,5.4%,-2.0
CC(CCc1ccccc1)NC(=O)CSc1ccccc1 (stereo unspecified),2.5%,-1.3%,3.2%,-10.4%,-0.2%,0.4%,1.3,0.2%,1.6%,-1.8%,1.8
CC(C)CCn1nnnc1C(c1ccc(F)cc1)N1CCN(C(=O)c2ccco2)CC1 (stereo unspecified),-0.3%,0.5%,0.7%,-1.9%,0.3%,-0.4%,-9.0,-1.5%,6.4%,-2.2%,-14.7
CCOC(=O)c1sc(=NC(=O)c2ccccc2)n(C)c1C,2.3%,-0.7%,-1.5%,-0.7%,-1.7%,-9.3%,-8.3,-11.9%,-0.5%,0.6%,-6.9
CC1=NN(C2=NS(=O)(=O)c3ccccc32)C(C)(O)C1 (stereo unspecified),?,-1.4%,-3.2%,3.8%,.,6.2%,-0.2,26.8%,-4.8%,55.1%[activator],-3.5
Cn1c(=O)c2c(nc(Sc3ccccc3N)n2C)n(C)c1=O,?,-1.0%,2.5%,-14.6%,29.7%,0.3%,0.6,.,0.0%,-3.5%,7.0

# Compound activity: PubChem, National Center for Advancing Translational Sciences (NCATS)

# Only part of the results is shown (hit frequency here may not be typical).
